# PPARg SRC1 recr: promotes SRC-1 coactivator recruitment by human PPARgamma; AID 631; PPARgamma-SRC-1 coactivator recruitment biochemical assay; activation, % at 8 µM; 200,000 compounds, 0.41% hits; in the data active means activation above about 19%;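 further: 0% = DMSO and 100% = reference agonist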
# G6PDH counter: inhibits Leuconostoc G6PDH, flagging false hits in G6PDH-based assays; 200,000 compounds, 0.12% hits; AID 1020; inhibition, % at 5 µM; Purified L. mesenteroides G6PDH, diaphorase/resazurin coupled fluorescence, 45 min; in the data active means inhibition above about 50%
# S1P3 antag: blocks the human S1P3 receptor; Q99500; CHO S1P3 NFAT-BLA reporter, FRET fluorescence, antagonist mode; inhibition, % at 4.98 µM; 170,000 compounds, 0.27% hits;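 active means inhibition above the plate cutoff, the mean inhibition of test wells on that plate plus 3 SD, cut at about 28% in these data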;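 further: cells challenged with S1P at its EC80 of 0.8 µM; blue over green emission ratio from cleaved BLA substrate after 4 h stimulation; 0% = S1P-stimulated wells and 100% = unstimulated DMSO-only wells; some compounds past the cut are filed as inactive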
# Target sequence (Q99500 whole entry, looked up): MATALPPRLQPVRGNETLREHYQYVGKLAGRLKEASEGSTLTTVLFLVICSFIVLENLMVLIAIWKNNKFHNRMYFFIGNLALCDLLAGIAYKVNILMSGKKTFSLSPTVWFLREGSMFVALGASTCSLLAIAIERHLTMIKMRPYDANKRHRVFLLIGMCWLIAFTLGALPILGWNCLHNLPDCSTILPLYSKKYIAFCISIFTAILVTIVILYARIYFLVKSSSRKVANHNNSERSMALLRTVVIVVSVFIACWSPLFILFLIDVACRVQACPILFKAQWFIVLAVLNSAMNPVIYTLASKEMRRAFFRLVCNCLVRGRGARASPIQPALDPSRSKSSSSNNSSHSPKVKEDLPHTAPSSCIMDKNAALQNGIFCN
# PMI act satM6P: PMI (human) activation, high substrate | activation factor at 20 µM | AID 1216 | coupled PMI enzyme assay, resazurin fluorescence, 20 min; hits give high values; 1 = untreated enzyme, 0 = substrate-free blank | 190,000 compounds, 0.34% hits | P34949;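 active means activation factor of 2 or more at 20 µM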
# Target sequence (P34949 whole entry, looked up): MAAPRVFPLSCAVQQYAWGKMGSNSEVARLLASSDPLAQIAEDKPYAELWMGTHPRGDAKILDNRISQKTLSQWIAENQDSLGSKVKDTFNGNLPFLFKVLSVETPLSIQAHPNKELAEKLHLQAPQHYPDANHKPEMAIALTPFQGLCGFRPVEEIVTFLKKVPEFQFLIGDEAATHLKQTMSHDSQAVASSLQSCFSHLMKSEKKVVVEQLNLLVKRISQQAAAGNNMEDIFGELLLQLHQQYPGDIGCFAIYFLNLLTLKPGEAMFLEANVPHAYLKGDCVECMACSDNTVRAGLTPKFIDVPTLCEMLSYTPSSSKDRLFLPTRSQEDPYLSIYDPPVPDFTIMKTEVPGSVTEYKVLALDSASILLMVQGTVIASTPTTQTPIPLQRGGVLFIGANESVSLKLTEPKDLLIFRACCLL
#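 Test system: human phosphomannose isomerase with PGI, G6PDH, diaphorase coupling enzymes; amount: 15 ng/mL PMI; incubation: enzyme reaction with compound 20 min at room temperature; technique: resorufin fluorescence (Ex 544/Em 590 nm) from resazurin via diaphorase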
# PMI activator: phosphomannose isomerase (human) activation; 190,000 compounds, 0.005% hits; P34949; purified human PMI, coupled resazurin fluorescence, 20 min; hits give high values; 1 = vehicle control, 0 substrate-free wells; activation factor at 20 µM;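 active means activation factor of 2 or more at 20 µM, relative to plate controls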
# TR-FRET SRC-2 ct: TR-FRET artefact, counter-screen to PPARgamma/SRC-2 agonist assay; 200,000 compounds, 0.4% hits; hits give high values; AID 1049; TR-FRET ratio at 8 µM; in the data active means TR-FRET ratio above about 2000; further: inactives centre near 1500
# PPARg SRC3 recr: promotes SRC-3 coactivator recruitment by human PPARgamma; P37231; biochemical PPARgamma/SRC-3 coactivator recruitment assay; activation, % at 8 µM; 200,000 compounds, 0.26% hits; AID 731; in the data active means activation above about 23%;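 further: 0% = DMSO and 100% = reference agonist; some compounds past the cut are filed as inactive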
# Diaphorase act: diaphorase activation or chemical reduction counter-screen; 190,000 compounds, 0.005% hits; activation factor at 20 µM; AID 1229; Diaphorase/resazurin coupled assay, resorufin fluorescence, 16 min; hits give high values; 1 = vehicle wells, 0 = NADH-free wells;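 active means diaphorase activity raised at least twofold by the compound at 20 µM; inactive means activation factor below 2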
#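 Test system: Clostridium kluyveri diaphorase, purified enzyme. Buffer or medium: 50 mM HEPES pH 7.4 buffer plus MgCl2 and Tween 20. Also added: 0.114 mM NADH and 0.1 mM resazurin, final amounts. Dosing: compound 20 µM once, DMSO 1%. Schedule: 16 min enzyme reaction, ambient temperature. Detection: fluorescence of resorufin, 544 nm excitation, 590 nm emission.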
# Diaphorase inh: inhibits diaphorase or chemically oxidizes, flagging diaphorase assay artifacts; inhibition, % at 20 µM; AID 1217; diaphorase resazurin-to-resorufin fluorescence, NADH, 16 min; bacterial (C. kluyveri) enzyme, not human; 190,000 compounds, 0.69% hits;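 active means primary screen inhibition at 20 µM above a set limit, cut at about 50% in these data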;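 further: plate controls were DMSO with full reaction for no effect and wells lacking NADH for full effect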
#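 Assay system: diaphorase enzyme from Clostridium kluyveri; Input: enzyme working solution with 0.14 U/mL diaphorase; Timing: 16 min at room temperature; Technique: resorufin fluorescence, excitation 544 nm, emission 590 nm; Benchmarks: positive control minus NADH, DMSO neutral control.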
# ROMK primary: human ROMK K+ channel modulation, primary screen | P48048 | Tet-inducible ROMK, thallium flux fluorescence; actives lie on both sides | B-score at 10 µM | 130,000 compounds, 2% hits;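 active means signal ratio slope over the read window, or its plate-corrected B-score, at least 3 SD from the plate mean, either direction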;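 further: B-score of the F/F0 ratio slope over 7 to 12 s after thallium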
# PPARg SRC2 recr: PPARgamma-driven SRC-2 recruitment agonism; PPARgamma LBD-SRC-2 recruitment, biochemical; 200,000 compounds, 0.34% hits; P37231; AID 1032; activation, % at 8 µM; in the data active means activation above about 22%;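 further: 0% = vehicle and 100% = reference agonist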
# Numbers without * were called inactive; . = no result given.
SMILES	PPARg SRC1 recr	G6PDH counter	S1P3 antag	PMI act satM6P	PMI activator	TR-FRET SRC-2 ct	PPARg SRC3 recr	Diaphorase act	Diaphorase inh	ROMK primary	PPARg SRC2 recr
CC(=O)n1nc(-c2ccc(Cl)cc2)nc1NCc1ccco1	4	6	.	0.9	1	1645	10	0.9	8	.	5
Cc1ccc(/C=C/c2nc3ccccc3s2)s1	-1	0	.	1	0.9	1568	1	0.9	13	.	3
O=C(CN1C(=O)c2ccccc2S1(=O)=O)N1CCOCC1	-2	6	-21	0.9	0.8	1535	-5	0.9	13	.	2
COC(=O)c1cccc(-c2ccc(C(c3c(C)[nH][nH]c3=O)c3c(C)[nH][nH]c3=O)o2)c1	9	30	-4	1	1.1	1642	6	0.6	35	-1.4	7
CCc1nnc(NS(=O)(=O)c2ccc(NC(=S)NC(=O)/C=C/c3ccccc3)cc2)s1	10	-10	-7	0.8	0.8	1545	6	0.7	27	.	4
Cc1ccc(S(=O)(=O)NCC(C)NS(C)(=O)=O)cc1 (stereo not given)	3	14	.	0.9	0.9	1658	6	0.9	10	-0.25	6
Cc1ccccc1C(=O)N1CCc2ccccc2C1	6	19	.	1.1	1	1804	18	1	-3	.	7
Cc1ccc(C(=O)C(C)OC(=O)c2cc3cc([N+](=O)[O-])ccc3oc2=O)cc1 (stereo not given)	1	-19	.	0.9	0.9	1538	-3	0.9	12	.	5
COc1ccc(-n2cnc3cc(C(=O)NC4CCCC4)ccc32)cc1	-7	-6	7	1.1	1.1	1584	-6	0.9	7	0.68	-3
Cc1ccsc1C(=O)N1CCCC(CCC(=O)NCc2ccc(F)c(F)c2)C1 (stereo not given)	0	14	-15	1.1	1	1464	0	1.1	-10	-0.34	-1
COc1cccc(CNC(=O)c2n[nH]c3ccccc23)c1	13	8	-3	1.1	1.1	1664	5	1	-1	-0.32	6
CCOC(=O)c1c(NC(=O)CSc2ccccc2C(=O)O)sc(C)c1C	-4	3	-1	1.1	1	1527	1	0.9	6	1.5	-5
NC(=O)[C@@H]1CCCNc2c(I)cc([N+](=O)[O-])cc2C(=O)N[C@@H](CO)C(=O)N[C@@H](Cc2ccc(O)cc2)C(=O)N1	2	10	-11	1.1	1.2	1680	0	0.8	17	0.19	4
O=C1CC(C(=O)N(c2ccc(F)cc2)C(C(=O)NC2CCCC2)c2ccccn2)CS1 (stereo not given)	2	3	.	0.8	0.9	1517	-8	0.8	16	-0.33	12
Cc1cc(C)c2c(CC(=O)NN(C)C)coc2c1	1	2	-1	1	1.1	1523	2	1	5	-0.18	4
FC(F)(F)c1cccc(OCCN2CCN(Cc3ccccc3)CC2)c1	3	7	1	1.1	0.9	1505	0	0.9	9	-1.8	-2
O=C(Cn1cnc2c(nnn2-c2ccccc2)c1=O)N1CCC(Cc2ccccc2)CC1	-6	-63	-35	0.8	0.8	1470	-11	0.7	28	.	-17
CCCCCC(C)NC(=O)c1ccoc1C (stereo not given)	2	2	.	1	1.1	1402	9	0.9	11	-0.56	0
CCC(C(=O)N1CCc2ccccc2C1)n1nc(C)n2c(cc3occc32)c1=O (stereo not given)	-6	-2	10	1	1	1739	3	0.9	7	.	6
O=C1NC(=O)C2C3c4ccccc4C(c4ccccc43)C12 (stereo not given)	-3	36	5	0.9	1	1617	-3	0.9	13	.	-5
CCc1ccc(N2CC(C(=O)OCC(=O)Nc3cc(C)on3)CC2=O)cc1 (stereo not given)	-3	-22	-11	1	0.9	1575	-6	0.9	15	.	4
O=C(COC(=O)CCCSc1nc2ccccc2[nH]1)NC(=O)NC1CCCC1	0	-4	.	1	1	1389	6	0.9	8	.	-6
CCCN(CCC)C(=O)Cn1c(=O)c2sccc2n2c(=S)sc(-c3ccccc3)c12	3	17	-4	1	0.8	1492	7	0.7	31	.	6
CCCN(CC1CC1)S(=O)(=O)c1ccc(S(N)(=O)=O)cc1	2	-8	-2	0.9	0.9	1553	8	0.9	12	.	4
O=c1c2ccccc2nnn1CSc1ncnc2ccccc12	-6	9	30	1.1	1.1	1338	-3	1	5	.	-1
O=S1(=O)N=C(Oc2cccc3ccccc23)c2ccccc21	6	40	.	0.5	0.8	1636	10	0.7	27	0.026	-1
CN(C)CCCN1C(=O)C(=O)/C(=C(/O)c2ccccc2)C1c1ccccn1 (stereo not given)	.	2	.	0.9	0.9	.	.	0.8	21	-0.0086	.
O=C(O)CCC(=O)N1CCc2cc(S(=O)(=O)NC3CCCC3)ccc21	-1	0	-18	1.1	1	1526	-9	1	-3	.	-10
N#Cc1ccc(-c2ccccc2)nc1Sc1ccc(F)cc1	12	5	.	1.1	1.1	1259	-10	1	-3	0.56	-9
CCN(CCCNC(=O)C1CCC(=O)N1C(C)C)c1cccc(C)c1 (stereo not given)	0	8	.	1	1	1569	6	1	0	.	3

# In a second layout: results already given.
SMILES: O=C1CC(C(=O)N(c2ccc(F)cc2)C(C(=O)NC2CCCC2)c2ccccn2)CS1 (stereo not given)
- PPARg SRC1 recr = 2
- G6PDH counter = 3
- S1P3 antag = .
- PMI act satM6P = 0.8
- PMI activator = 0.9
- TR-FRET SRC-2 ct = 1517
- PPARg SRC3 recr = -8
- Diaphorase act = 0.8
- Diaphorase inh = 16
- ROMK primary = -0.33
- PPARg SRC2 recr = 12
SMILES: Cc1cc(C)c2c(CC(=O)NN(C)C)coc2c1
- PPARg SRC1 recr = 1
- G6PDH counter = 2
- S1P3 antag = -1
- PMI act satM6P = 1
- PMI activator = 1.1
- TR-FRET SRC-2 ct = 1523
- PPARg SRC3 recr = 2
- Diaphorase act = 1
- Diaphorase inh = 5
- ROMK primary = -0.18
- PPARg SRC2 recr = 4

# Profiles from above.
# Listed for COc1ccc(-n2cnc3cc(C(=O)NC4CCCC4)ccc32)cc1 = PPARg SRC1 recr = -7; G6PDH counter = -6; S1P3 antag = 7; PMI act satM6P = 1.1; PMI activator = 1.1; TR-FRET SRC-2 ct = 1584; PPARg SRC3 recr = -6; Diaphorase act = 0.9; Diaphorase inh = 7; ROMK primary = 0.68; PPARg SRC2 recr = -3
# Listed for Cc1ccsc1C(=O)N1CCCC(CCC(=O)NCc2ccc(F)c(F)c2)C1 (stereo not given) = PPARg SRC1 recr = 0; G6PDH counter = 14; S1P3 antag = -15; PMI act satM6P = 1.1; PMI activator = 1; TR-FRET SRC-2 ct = 1464; PPARg SRC3 recr = 0; Diaphorase act = 1.1; Diaphorase inh = -10; ROMK primary = -0.34; PPARg SRC2 recr = -1
# Listed for O=C(COC(=O)CCCSc1nc2ccccc2[nH]1)NC(=O)NC1CCCC1 = PPARg SRC1 recr = 0; G6PDH counter = -4; S1P3 antag = .; PMI act satM6P = 1; PMI activator = 1; TR-FRET SRC-2 ct = 1389; PPARg SRC3 recr = 6; Diaphorase act = 0.9; Diaphorase inh = 8; ROMK primary = .; PPARg SRC2 recr = -6

# Among those listed so far, these have an aryl methoxy group:
SMILES	PPARg SRC1 recr	G6PDH counter	S1P3 antag	PMI act satM6P	PMI activator	TR-FRET SRC-2 ct	PPARg SRC3 recr	Diaphorase act	Diaphorase inh	ROMK primary	PPARg SRC2 recr
COc1ccc(-n2cnc3cc(C(=O)NC4CCCC4)ccc32)cc1	-7	-6	7	1.1	1.1	1584	-6	0.9	7	0.68	-3
COc1cccc(CNC(=O)c2n[nH]c3ccccc23)c1	13	8	-3	1.1	1.1	1664	5	1	-1	-0.32	6

# (further entries)
SMILES	PPARg SRC1 recr	G6PDH counter	S1P3 antag	PMI act satM6P	PMI activator	TR-FRET SRC-2 ct	PPARg SRC3 recr	Diaphorase act	Diaphorase inh	ROMK primary	PPARg SRC2 recr
COc1ccc(Cc2c(C)nc(N)nc2Cl)cc1	5	-6	-2	1.1	1	1547	1	1	3	.	1
CCC(NS(=O)(=O)c1cnn(CC)c1)c1ccccc1 (stereo not given)	-1	8	-10	1	1	1474	-5	1	-3	1.8	-1
CCC(=O)Nc1cccc(NC(=O)COc2ccc(OC)cc2)c1	1	-7	11	0.9	0.9	1950	8	0.8	17	.	12
CC(C)(C)N1CC(c2nc3ccccc3n2Cc2ccc(Cl)cc2)CC1=O (stereo not given)	-1	18	.	0.9	0.9	1510	-4	0.8	17	.	1
CCCSc1ncc(Cl)c(C(=O)Nc2ccc(S(=O)(=O)N3CC(C)OC(C)C3)cc2)n1 (stereo not given)	-8	7	.	0.8	0.8	1442	-7	0.8	24	0.53	-1
COc1ccc(NC(=O)CN2CCN(c3ccc(Cl)cc3)CC2)c(OC)c1	11	4	-1	1	1	1522	7	0.9	13	-0.3	4
CCCn1nc(C(=O)NCCc2ccc(S(N)(=O)=O)cc2)c2ccccc2c1=O	0	6	-24	0.9	1	1551	-7	0.7	26	.	0
Cc1cccc(N2CCN(C(=O)CCS(=O)(=O)c3ccc(Br)cc3)CC2C)c1 (stereo not given)	2	4	4	0.9	0.9	1808	3	0.9	6	-0.33	7
CNC(=O)NC(=O)COc1c(F)c(F)cc(F)c1F	7	2	6	1	1	1493	1	0.9	9	.	4
CCCCCc1c(O)nc(SCC(=O)O)[nH]c1=O	2	.	.	.	.	1676	-3	.	.	-0.86	14
O/C(=C\c1ccc2ccccc2n1)c1ccc(O)cc1O	4	9	-1	1.1	1.1	1504	4	0.9	8	-1.4	0
O=c1c(-c2nn[nH]n2)coc2ccc(Cl)cc12	6	6	-4	1.1	1	1519	3	0.9	8	-0.45	7
COc1ccc(N2CCN(C(=O)CSc3nc4c(c(=O)n(C)c(=O)n4C)n3C(C)C)CC2)cc1	5	6	-2	1	1.1	1499	0	1	4	.	6
COc1ccc2ccccc2c1/C=N/NC(=S)NCCN1CCOCC1	-4	-2	-25	1	0.9	1610	1	0.9	13	-0.14	-1
CCOc1ccc2cc(C(=O)c3ccccc3)c(=O)oc2c1	-3	4	1	1	1.1	1606	0	1	5	-0.39	-1
COc1ccc(C(=O)N2CCN=C2c2ccccc2)cc1OC	6	5	-2	1	1.1	1534	-1	0.9	13	-0.0019	2
CCCC(=O)Nc1ccc(NC(=O)c2cccc(OC)c2)nc1	2	4	0	1	1	1495	2	1	-2	.	2
CN1C(=O)c2ccccc2C(C(=O)NCc2ccco2)C1c1c[nH]c2ccccc12 (stereo not given)	1	8	.	1	0.9	1732	-7	0.9	7	0.15	7

# High-throughput results: PubChem, several laboratories
